Screens as filed in PubChem BioAssay.
H37Rv inhibition – M. tuberculosis growth inhibition, HTS (AID 449762); M. tuberculosis H37Rv growth inhibition, 7H9 media; higher % means a stronger effect; inhibition, % at 25 µM, or IC50 in µM where a hit was titrated; 330,000 compounds, 0.59% hits; in the data active = a potency from the dose series; inconclusive = inhibition above about 70% without an active follow-up result;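 also: bacterial growth assessed after seven days of incubation; strong numbers were not always called active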
influenza NS1A – H1N1 influenza NS1A inhibitors, functional cell based assay (AID 504329); one-dose inhibition, % at 12.5 µM; IC50 in µM for titrated hits; NS1A functional cell-based assay, percent inhibition; higher % means a stronger effect; 340,000 compounds, 0.3% hits; in the data active = a potency from the dose series; inconclusive = inhibition above about 27% without an active follow-up result; also: strong numbers were not always called active
PhoP GFP inhibition – PhoP regulon inhibitors, Salmonella typhi PhoP promoter GFP reporter, confirmatory (AID 1850); 310,000 compounds, 0.33% hits; inhibition, % at 50 µM, or IC50 in µM where a hit was titrated; Salmonella Typhi PhoP-promoter GFP reporter, fluorescence, 4 h; higher % means a stronger effect; in the data active = a potency from the dose series; inconclusive = inhibition mostly from about 25% at the one dose, without a potency; inactive = the rest, 99 in 100 with inhibition below about 19%;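 also: 0% = induced wells with vehicle and 100% = uninduced wells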
tuberculosis growth – growth inhibition of non-replicating M. tuberculosis (AID 488890); Mycobacterium tuberculosis non-replicating, growth inhibition; higher % means a stronger effect; inhibition, % at 25 µM; hits with a dose series show IC50 in µM; 320,000 compounds, 0.39% hits; in the data active = a potency from the dose series; inconclusive = inhibition mostly from about 82% at the one dose, without a potency; inactive = the rest, 99 in 100 with inhibition below about 76%;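 also: plate controls were DMSO cells for no effect and high antibiotic wells for full effect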
inhibitors of VEEV – inhibitors of VEEV TC-83 cytopathic effect, confirmation, Vero cells (AID 588727); Vero cells, VEEV TC-83 cytopathic effect inhibition; higher % means a stronger effect; inhibition, % at 20 µM, or IC50 in µM where a hit was titrated; 350,000 compounds, 0.13% hits; in the data active = a potency from the dose series; inconclusive = inhibition mostly from about 14% at the one dose, without a potency; inactive = the rest, 99 in 100 with inhibition below about 12%; also: strong numbers were not always called active
inhibitors of VEEV 10K pilot screen – recorded beside inhibitors of VEEV, whose call it bears; inhibition, %; measured here: 10K pilot screen inhibition
Starred values were filed as active, the others as inactive; i = inactive; u = inconclusive; x = not tested or not shown; & = joins results of further samples.

SMILES	H37Rv inhibition	influenza NS1A	PhoP GFP inhibition	tuberculosis growth	inhibitors of VEEV	others
Cc1nn(C)c(C)c1N1C(=O)c2cccc3c(N)ccc(c23)C1=O	-4%	-4%	-286%	-14%	0.2%
CC(=O)Nc1sc(C)c(C)c1C(=O)OCC(=O)N(Cc1ccccc1)C(C)C	1%	-3%	x	x	i
COc1ccc2cc(C3=CC(=O)CCC3)ccc2c1	x	-2%	x	x	i
O=C(O)CNC(=O)/C(=C\c1cccc([N+](=O)[O-])c1)NC(=O)c1ccco1	-2%	-13%	8%	-1%	0.4%
CC(C)CCn1nc(C(=O)Nc2nc3c(s2)CCCC3)c2ccccc2c1=O	u	13%	1%	42%	i
COc1ccc(C(=O)C2CCCN(Cc3ccc(F)cc3F)C2)cc1F (stereo not drawn)	6%	4%	-2%	68%	2.1%
CCOC(=O)c1ccc(NC(=O)CN(c2ccc(C)cc2)S(=O)(=O)c2c(C)nn(C)c2C)cc1	30%	-10%	-8%	27%	0.6%
COc1ccc(CC(=O)Oc2ccc(F)c(F)c2)cc1S(=O)(=O)N1CCOCC1	-2%	-4%	1%	-5%	3.4%
NC(=O)NOCc1cccc(Cl)c1	0%	12%	0%	-2%	0.7%
CCOc1ccc(NC(=S)NC(=O)c2c(Cl)cnn2CC)c([N+](=O)[O-])c1	4%	-5%	-3%	5%	0.3%
Cc1ccc(-c2nn(-c3ccccc3)cc2/C=N/NS(=O)(=O)c2ccccc2)cc1	8%	4%	-2%	20%	2.2%
O=[N+]([O-])c1ccc(N2CCCC2)cc1N/N=C1\CN2CCC1CC2	3%	8%	-4%	-8%	1.0%
Cc1c(NC(=O)c2cc(-n3cnnc3)ccc2Cl)cccc1-c1nc2ccccc2o1	0%	0%	-14%	24%	6.5%
N#Cc1c(NC(=O)CSc2ncn(-c3ccccc3)n2)sc2c1CCCC2	-10%	15%	5%	-9%	2.9%
COc1ccccc1NC(=O)CNC(=O)c1ccc(Br)o1	5%	-2%	-7%	0%	i

4 entries from above, arranged by length of the SMILES, rising.
SMILES	H37Rv inhibition	influenza NS1A	PhoP GFP inhibition	tuberculosis growth	inhibitors of VEEV	others
CC(=O)Nc1sc(C)c(C)c1C(=O)OCC(=O)N(Cc1ccccc1)C(C)C	1%	-3%	x	x	i
COc1ccc(CC(=O)Oc2ccc(F)c(F)c2)cc1S(=O)(=O)N1CCOCC1	-2%	-4%	1%	-5%	3.4%
Cc1ccc(-c2nn(-c3ccccc3)cc2/C=N/NS(=O)(=O)c2ccccc2)cc1	8%	4%	-2%	20%	2.2%
CCOC(=O)c1ccc(NC(=O)CN(c2ccc(C)cc2)S(=O)(=O)c2c(C)nn(C)c2C)cc1	30%	-10%	-8%	27%	0.6%

Following part.
SMILES	H37Rv inhibition	influenza NS1A	PhoP GFP inhibition	tuberculosis growth	inhibitors of VEEV	others
Cc1cccc(C2CC3(CC(C)(C)NC(=S)N3)Oc3cc(O)ccc32)c1 (stereo not drawn)	66%	x	8%	71%	6.6%
CCCCn1c(N)c(N(C)C(=O)c2ccc(Br)o2)c(=O)[nH]c1=O	-1%	6%	x	-11%	i
Cn1cnnc1Sc1ccc(C(=O)OCC(=O)NC2CC2)cc1[N+](=O)[O-]	x	9%	x	x	i
CCc1ccccc1NC(=O)CN(C)C(=O)Cn1ncc(Cl)c(Cl)c1=O	-2%	0%	2%	33%	u
COCCNC(=O)c1cccc(OC2CCN(Cc3ccc(C(C)C)cc3)CC2)c1	0%	-3%	4%	21%	0.5%
CCN1CCN(CCc2nc3cc(NC(=O)COc4ccc(Cl)cc4)ccc3n2C)CC1	-2%	-14%	7%	70%	i
COc1ccc(C(=O)CCC(C)(C)[N+](=O)[O-])cc1OC	-12%	1%	-1%	4%	1.1%
Cc1cc(NC(=O)c2ccc(NC(=O)c3cccs3)cc2)no1	2%	0%	4%	11%	1.3%
CCC1=NN(C(=O)c2ccc(Cl)cc2)C(O)(c2ccccc2)C1 (stereo not drawn)	7%	-1%	-8%	u	4.2%
COc1cc(C(=O)N/N=C/C2CC=CCC2)cc(OC)c1OC (stereo not drawn)	-7%	-4%	-8%	-9%	1.5%
COc1ccc(NC(=S)NC(C)C(c2ccccc2)N2CCOCC2)cc1 (stereo not drawn)	1%	-14%	-9%	24%	3.5%
Cc1cccc2sc(N(CCN3CCOCC3)C(=O)CCS(=O)(=O)c3ccccc3)nc12	1%	-5%	0%	-2%	8.2%
CCOCCCNC(=O)C1(O)c2cc(Br)ccc2NC(=O)N1c1ccc(OCC)cc1 (stereo not drawn)	3%	6%	-4%	7%	0.4%
O=C(NC(Cc1ccccc1)C(=O)O)/C(=C\c1ccc(F)cc1)NC(=O)c1ccccc1 (stereo not drawn)	10%	-6%	3%	2%	2.3%
COc1ccccc1C(=O)NCC(=O)OCC(=O)c1ccc(Cl)s1	6%	2%	-3%	19%	1.6%
COc1ccc(C(=O)N(CCc2ccccc2)Cc2ccccc2)cc1S(=O)(=O)N1CCOCC1	14%	-2%	-1%	24%	7.0%
C=CCc1cc(C=C2C(=O)N(C)C(=O)N(C)C2=O)cc(OCC)c1OCc1ccccc1	3%	-7%	-9%	20%	0.7%
COc1ccc(N2CCN(S(=O)(=O)c3cc(C)ccc3OC)CC2)cc1	0%	5%	7%	1%	1.3%
Cc1cccc(OCCn2c(CCCO)nc3ccccc32)c1	-1%	6%	-9%	22%	0.8%
COc1cc(NC(=O)c2ccc(Br)cc2)c(OC)cc1NC(=O)c1ccccc1	10%	6%	-7%	5%	i
CCOc1cc(C(=O)Nc2cccnc2)cc(OCC)c1OCC	2%	1%	-7%	4%	0.8%
N#CC1=C(N)Oc2cc(N)ccc2C1c1ccccc1F (stereo not drawn)	0%	-3%	-7%	4%	2.8%
COc1ccc(OCC(=O)NNC(=O)C2CCCO2)cc1 (stereo not drawn)	-3%	24%	1%	-15%	1.1%
CCC(C)c1ccccc1NC(=O)C(C)OC(=O)c1ccco1 (stereo not drawn)	-5%	-13%	6%	-12%	1.8%
Cc1ccc(S(=O)(=O)N2CCC(C(=O)Nc3ccc(S(=O)(=O)N4CCCC4)cc3)CC2)cc1C	-1%	-3%	1%	23%	7.3%
O=C(COc1ccc2ccccc2c1Br)Nn1cnnc1	-2%	-6%	5%	31%	i
CCCC[C@H]1COCCS(=O)(=O)N1Cc1ccc(F)cc1	-11%	0%	11%	-3%	i
Cc1ccc(C(=O)N2CCCC(C(=O)c3ccc(Cl)cc3C)C2)cn1 (stereo not drawn)	8%	-1%	-3%	6%	i
Nc1nc2c(s1)CCc1ccccc1-2	18%	-5%	-8%	14%	0.1%
CCc1cc(Cl)c(OC)c(C(=O)NC[C@@H]2CCCN2CC)c1O	8%	-2%&0%	4%	26%	2.5%&1.8%

The last 4 records of the section before lead into the next:
SMILES	H37Rv inhibition	influenza NS1A	PhoP GFP inhibition	tuberculosis growth	inhibitors of VEEV	others
CCCC[C@H]1COCCS(=O)(=O)N1Cc1ccc(F)cc1	-11%	0%	11%	-3%	i
Cc1ccc(C(=O)N2CCCC(C(=O)c3ccc(Cl)cc3C)C2)cn1 (stereo not drawn)	8%	-1%	-3%	6%	i
Nc1nc2c(s1)CCc1ccccc1-2	18%	-5%	-8%	14%	0.1%
CCc1cc(Cl)c(OC)c(C(=O)NC[C@@H]2CCCN2CC)c1O	8%	-2%&0%	4%	26%	2.5%&1.8%
CCSc1nnc(Nc2ccccc2)s1	-4%	8%	0%	25%	0.6%
CS(=O)(=O)c1ccc2nc(NC(=O)CS(=O)(=O)Cc3ccccc3)sc2c1	-2%	0%	3%	3%	2.2%
O=C(CC1(C(F)(F)F)OCCO1)Nc1ccc2c(c1)OCO2	4%	-6%	5%	5%	1.1%
COc1ccc2nc(SCC(=O)NC3CCCC3)c(C)cc2c1	5%	2%	-14%	6%	1.0%
Cc1ccc(OCC(=O)N2CCC(Cc3ccccc3)CC2)c([N+](=O)[O-])n1	6%	2%	x	58%	i
CCOC(=O)C1=C(C)NC2=C(C(=O)CCC2)C1c1ccc(O)c(OCC)c1 (stereo not drawn)	-3%	-9%	-10%	8%	i
COc1ccc(CNc2cc(C)cc(C)c2)cc1OC	3%	x	-8%	-3%	x
Cc1ccc(-c2cnc(NCc3cc4c(cc3[N+](=O)[O-])OCO4)n2C)cc1C	u	7%	-12%	73%	3.7%
N=c1oc2ccccc2cc1C(=O)NCc1ccccc1	2%	-10%	-6%	u	1.9%
C=CCn1c(=O)c2ccccc2n2c(SCC(=O)/C(C#N)=C(\C)N)nnc12	-2%	0%&-4%	5%	1%	2.3%&3.7%
CCC(=O)Nc1ccc(NC(=O)c2ccco2)cc1	-3%	0%	22%	-6%	0.2%
Cc1ccc(N=Nc2c(N)nn(-c3ccccc3)c2N)cc1	7%	1%	1%	30%	1.1%
CCC(=O)Nc1nc(-c2ccccc2)nc(SC)c1C(C)=O	-3%	6%	-4%	10%	4.3%
Cc1ccc(S(=O)(=O)NC(=O)N(C)C2CCCCC2)cc1	-7%	x	3%	-8%	0.4%
Cc1ccc(CSc2nnc(NC(=O)C3COc4ccccc4O3)s2)cc1 (stereo not drawn)	5%	1%	4%	4%	5.3%
Cc1cnc(Sc2ncccc2[N+](=O)[O-])nc1	-5%	0%	12%	-29%	5.7%
CN(C)c1ccc(Cc2cc3c(O)ccc(O)c3cc(Cc3ccc(N(C)C)cc3)c2=O)cc1	x	14%	x	x	0.5%
O=C(NC1=NCCS1)C1Cc2ccccc2CN1C(=O)c1ccccc1 (stereo not drawn)	4%	14%	9%	10%	9.5%
CCOc1ccc(NC(=O)CCNS(=O)(=O)c2ccc3c(c2)CCC(=O)N3)cc1	-7%	2%	-17%	-11%	0.1%
CN1CCC(N(C)C(=O)c2cc(=O)c3ccccc3o2)CC1	-1%	-3%	-4%	-12%	0.6%
Cc1cc(NS(=O)(=O)c2ccc(NC(=S)NC(=O)c3ccc(Br)cc3)cc2)no1	1%	-4%	5%	40%	0.2%	inhibitors of VEEV 10K pilot screen=3.9
Cc1ccc(N(CC(=O)NC2CCCC2)C(=O)CCC(=O)Nc2ccccn2)cc1C	5%	12%	-10%	0%	6.4%
Cc1ccc(NC(=S)NCc2ccc3c(c2)cc(C)n3C)c(C)c1	5%	10%	8%	79%	0.2%
O=C(NCCO)N1c2ccccc2Sc2ccccc21	2%	-1%	-6%	-1%	0.1%
CCC(=O)Nc1ccc(NC(=O)CSc2nnc(-c3ccc(O)cc3)n2CC2CCCO2)cc1 (stereo not drawn)	7%	0%	4%	4%	i
CC(CCc1ccccn1)C(=O)c1ccccc1 (stereo not drawn)	x	-18%	x	x	i
CC(=O)N(C)CC#CCN1CCCC(CO)C1 (stereo not drawn)	-4%	-26%	-5%	-8%	1.8%
O=C(O)CCCC(=O)N1CCCC1	-1%	0%	-2%	-3%	0.8%
COC(=O)c1sc2nc3c(cc2c1N)CCCC3	-3%	-3%	14%	-21%	3.3%
CCn1c(SCC(=O)Nc2cc(C)ccc2C)nc2c(c1=O)SC(C)C2 (stereo not drawn)	-5%	30%	-15%	x	9.1%
CN(C)c1ccc(/C=N/NC(=O)c2cccc(C(=O)N/N=C/c3ccc(N(C)C)cc3)n2)cc1	4%	3%	-1%	20%	1.2%
CC(=O)N1CCN(c2ccccc2NC(=O)COc2ccc(Cl)cc2Cl)CC1	10%	-8%	4%	50%	6.1%
C=CCn1c(SCCN2CCCC2)nc2c([nH]c3ccccc32)c1=O	6%	-10%	-8%	8%	11%
COC(=O)c1[nH]c2ccccc2c1NC(=O)CN1CCN(c2cccc(OC)c2)C(C)C1 (stereo not drawn)	u	8%	-9%	53%	6.0%
CSc1ccc(S(=O)(=O)NCC(=O)OCC(=O)NCC2CCCO2)cc1[N+](=O)[O-] (stereo not drawn)	0%	-12%	4%	-22%	0.7%
Cc1ccc(S(=O)(=O)N(C)c2ccc(C(=O)Nc3ccccc3C(=O)N3CCOCC3)cc2)cc1	-11%	-8%	-1%	-1%	5.4%
COc1cc(-c2nc(CN3CCCCC3CCNC(C)=O)c(C)o2)ccc1F (stereo not drawn)	-4%	-2%	-1%	-5%	i
O=C(Nc1ccc(Cl)c(S(=O)(=O)N2CCCC2)c1)c1nn(CCO)c(=O)c2ccccc12	x	-12%	x	x	6.1%
O=C(CN1C(=O)NC2(CCCCCCC2)C1=O)NCc1ccccc1Cl	-3%	-1%	x	17%	i
Cc1ccc(CNC(=O)C2CCN(S(=O)(=O)c3ccc4c(c3)OCCCO4)CC2)cc1	1%	12%	-3%	17%	i	inhibitors of VEEV 10K pilot screen=1.0
COC(=O)c1ccc(CN(c2ccccc2OC)S(=O)(=O)c2cccs2)o1	2%	3%	10%	5%	0.2%

No enrichment for hits (roughly 1.5% active in at least one column).
